Compound activity from PubChem BioAssay.
Cl transport mod: modulators of human KCC2 chloride dependent transport; Q9H2X9; KCC2 cells, thallium flux FluoZin-2 fluorescence; B-score of Tl+ flux slope (higher = more flux/activation; lower = inhibition) at 10 µM; 190,000 tested, 2.2% active; AID 1456;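 active = thallium flux slope and its plate-corrected score both differing from the plate sample mean at a set confidence after two filtering rounds, in either direction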;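 note: slope of fluorescence scaled to starting intensity during 10 to 20 s after thallium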
hK5 inh: kallikrein 5 (human) inhibition. inhibition, % at 5 µM. AID 873. recombinant hK5, fluorogenic AMC substrate cleavage. 210,000 tested, 0.59% active;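 active = inhibition of 40% or more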;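 note: 0% = enzyme controls without compound and 100% = no-enzyme blanks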
Target sequence (Q9Y337 67-293 limits assumed): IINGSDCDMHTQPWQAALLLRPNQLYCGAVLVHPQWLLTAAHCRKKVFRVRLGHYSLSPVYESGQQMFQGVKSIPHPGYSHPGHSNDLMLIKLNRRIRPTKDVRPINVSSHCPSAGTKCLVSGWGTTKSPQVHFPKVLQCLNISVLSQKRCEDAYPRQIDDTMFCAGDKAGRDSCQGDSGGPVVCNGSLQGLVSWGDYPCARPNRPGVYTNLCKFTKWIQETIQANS
Calpain2 inh: calpain II (pig) inhibition; purified calpain II, fluorogenic peptide substrate, 30 min; inhibition, % at 16 µM; 220,000 tested, 0.37% active; AID 1236;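 active = inhibition above about 50%, limit read from the data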
Furin inhibitor: human furin inhibition; purified furin, fluorogenic substrate cleavage; 220,000 tested, 0.061% active; inhibition, % at 30 µM; P09958; in the data active = inhibition above about 25%; note: inactives centre near -15
Target sequence (P09958 108-714 limits assumed): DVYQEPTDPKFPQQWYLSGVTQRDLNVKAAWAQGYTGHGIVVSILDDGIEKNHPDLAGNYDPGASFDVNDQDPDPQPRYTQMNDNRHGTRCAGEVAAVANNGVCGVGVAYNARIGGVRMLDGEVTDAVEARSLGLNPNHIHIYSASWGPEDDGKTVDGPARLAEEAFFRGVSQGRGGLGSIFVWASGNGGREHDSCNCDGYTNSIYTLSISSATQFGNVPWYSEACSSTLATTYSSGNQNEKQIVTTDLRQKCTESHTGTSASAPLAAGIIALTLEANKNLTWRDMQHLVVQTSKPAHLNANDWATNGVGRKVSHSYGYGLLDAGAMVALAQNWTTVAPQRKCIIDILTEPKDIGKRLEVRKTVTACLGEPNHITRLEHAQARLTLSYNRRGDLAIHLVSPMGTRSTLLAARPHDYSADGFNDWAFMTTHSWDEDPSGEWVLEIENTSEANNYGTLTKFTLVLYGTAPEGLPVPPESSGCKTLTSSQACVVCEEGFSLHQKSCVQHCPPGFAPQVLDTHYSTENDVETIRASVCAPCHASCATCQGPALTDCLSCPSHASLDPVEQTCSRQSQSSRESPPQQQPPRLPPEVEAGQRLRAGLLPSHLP
Thrombin inh: inhibitors of human thrombin; AID 1046; inhibition, % at 5 µM; alpha-thrombin, Boc-VPR-AMC fluorogenic substrate cleavage; 220,000 tested, 0.26% active;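 active = inhibition at or above 40%; inactive = inhibition below 40%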;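 note: 0% = enzyme with no compound and 100% = wells without enzyme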
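System – human alpha-thrombin protein · Reagent – Boc-VPR-AMC substrate, 15 µM final · Compound – 5 µM single dose in 0.2% DMSO · Schedule – reaction at room temperature · Technique – AMC fluorescence at 355 nm excitation and 460 nm emission · Read-out basis – % inhibition relative to enzyme controls and enzyme-free blanks · Control set – no-compound enzyme wells and no-enzyme blanks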
Rad51 HR inh: blocks human Rad51 in homologous recombination; Q06609; hRad51 DNA strand exchange, fluorescence dequenching; inhibition, % at 10 µM; 200,000 tested, 0.085% active;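 active = inhibition above 40% at the single screening dose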;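 note: 0% = DMSO control wells and 100% = blanks with heterologous ssDNA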
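System: human Rad51 nucleoprotein filaments preassembled on unlabelled ssDNA. Reagent: labelled 47-mer dsDNA for strand exchange. Schedule: 30-min compound preincubation and 15-min exchange, both room temperature. Measured by: FRET fluorescence dequenching, excitation 485 nm, emission 520 nm. Read-out: Fluorescence-based percent inhibition, control- and blank-normalised. Benchmarks: plate controls and plate blanks.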
FXIa inh: inhibitors of human coagulation factor XIa | purified FXIa, Boc-Glu-Ala-Arg-AMC fluorogenic substrate | inhibition, % at 5 µM | 220,000 tested, 0.14% active | P03951;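 active = inhibition of at least 40%; inactive = inhibition below 40%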;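 note: fluorescence of freed AMC excited at 355 nm; 0% = enzyme without compound and 100% = no enzyme blank; many of its hits are not listed in these tables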
FXIIa inh: inhibitors of human coagulation factor XIIa. AID 800. 220,000 tested, 0.3% active. P00748. purified FXIIa, Boc-QGR-AMC fluorogenic substrate, 2 h. inhibition, % at 5 µM; in the data active = inhibition above about 40%;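 note: 0% = enzyme with no compound and 100% = blank without enzyme; many of its hits are not listed in these tables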
PERK inh: inhibitors of human PERK kinase; 220,000 tested, 0.17% active; CHO PERK-DD fusion, SEAP luminescence translation reporter; inhibition, % at 5.6 µM; AID 1416; Q9NZJ5;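 active = inhibition above the mean inhibition of all tested compounds plus 3 SD, set separately per screening campaign, cut at about 2.9% in these data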;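 note: PERK kinase domain activated by AP20187 dimerizer at 100 nM; 0% = DMSO with dimerizer and 100% = rapamycin at 8.4 µM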
The depositor's hits bear a star; nt = not tested or not shown; [ ] = another dose, or the depositor's remark.

SMILES | Cl transport mod | hK5 inh | Calpain2 inh | Furin inhibitor | Thrombin inh | Rad51 HR inh | FXIa inh | FXIIa inh | PERK inh
CS(=O)(=O)N(CC(=O)Nc1cccc([N+](=O)[O-])c1)c1ccccc1F | 0.81 | -5 | 1 | -23 | nt | 1 | 2 | 5 | -0.1
O=C(N/N=C/c1ccccn1)c1[nH]c2ccc([N+](=O)[O-])cc2c1-c1ccccc1 | 2.7 | -4 | -57 | -8 | -3 | -1 | 1 | 6 | 0.2
O=C(COC(=O)c1cc2c(s1)CCCC2)Nc1ccc(Cl)cn1 | 0.13 | -10 | -12 | -12 | -8 | 4 | 5 | 14 | 0.9
COC(=O)C1(Cc2ccccc2)NC(c2ccccc2C)C2C(=O)N(c3ccc4c(c3)OCO4)C(=O)C21 (stereo not drawn) | 0.4 | -10 | -54 | -24[20 µM] | -5 | 1 | 5 | 12 | -1.7
CCOC(=O)C(C(=O)OCC)N(C#N)c1nc(C)cc(C)n1 | nt | -12 | -10 | -15[20 µM] | 1 | 31 | 0 | 8 | 1.1
COC(=O)CSc1nc(C)c(Oc2ccccc2)c(=O)[nH]1 | nt | -5 | -11 | -15 | -8 | 5 | -6 | 0 | 0.2
Cn1c(C(=O)O)c(CC(=O)NCc2cccnc2)c2ccccc21 | 1.1 | -7 | 15 | -31 | -5 | -3 | -3 | -4 | 0.9
O=C1CN(C(=O)CSc2nnc(Nc3ccccc3)s2)c2ccccc2N1 | -0.32 | -11 | 9 | -6 | 3 | -1 | 4 | 10 | 0.3
Cc1ccc(OCC(O)CN2CCN(Cc3ccc4c(c3)OCO4)CC2)c(C)c1 (stereo not drawn) | 0.25 | -2 | 11 | -14 | -5 | 5 | -26 | -6 | -0.1
COc1ccccc1C(=O)Nc1ccc2c3c(cccc13)CC2 | 0.94 | -16 | -27 | -3 | -4 | 7 | 5 | 7 | -0.1
CSCC[C@H](NC(=O)C1CCN(S(=O)(=O)c2ccc(C)cc2)CC1)C(=O)NCC1CCCO1 (stereo partly drawn) | 1.2 | 0 | 25 | -23 | -8 | 4 | -10 | -5 | 0.4
O=C(Nc1cc(Cl)cc(Cl)c1)C(NCCO)c1ccccc1 (stereo not drawn) | 1.1 | 2 | -1 | -11[20 µM] | 2 | -17 | 1 | 15 | 1.3
COc1ccc(/C=N\Nc2ccc([N+](=O)[O-])cc2)c(C(=O)O)c1OC | nt | 0 | -3 | 15 | 0 | -2 | 4 | 13 | 1.5
O=C(Nc1cccc(Cl)c1)Nc1nnc(-c2ccncc2)s1 | -1 | -28 | -43 | -24 | -7 | 0 | 5 | -2 | -1.5
C=CCn1c(N)cc(=O)nc1SCC(=O)NC(C)c1ccccc1 (stereo not drawn) | -0.038 | 15 | 23 | -20[20 µM] | -5 | -2 | -10 | 4 | -0.2
Cc1ccccc1NC(=O)C(=O)N/N=C/c1cccc(Br)c1 | 0.68 | -3 | -3 | -14 | -4 | -9 | -5 | -1 | 0.8
COc1ccc(-c2csc(NC(=O)CSc3nc(SC)ns3)n2)cc1 | -0.35 | -7 | 8 | -26 | 1 | nt | 6 | 7 | 0.6
Cc1nc(S/C(=C/c2ccc(-c3ccc(C(=O)O)cc3)o2)C(=O)O)n[nH]1 | -1 | -5 | 0 | -3 | -4 | -51 | -6 | 10 | 0.1
COc1c(C)cc(Br)cc1C(=O)O | -0.47 | 0 | -21 | -25[20 µM] | 2 | -2 | 6 | 19 | 0.7
COc1ccc(/C=N/NC(=O)C(C)n2nnc3ccccc32)cc1OC (stereo not drawn) | 0.5 | -16 | -34 | -5[20 µM] | 0 | 19 | -9 | 8 | -0.6
Cn1cc[nH]c1=S | 0.63 | -4 | 15 | -17 | 2 | nt | 6 | 1 | 0.8
Fc1cccc(CN2CCN(Cc3nc(CCc4ccccc4)no3)CC2)c1 | -0.29 | nt | -3 | -7 | 1 | -6 | 4 | 10 | 1.1
Cn1c2ccccc2c(=O)c2c(=O)n(-c3ccccc3)c(C3CCCCC3)nc21 | -2.9 | -3 | 7 | -12 | -4 | 12 | 7 | 8 | -0.4
Cc1ccccc1OCC(O)CN1CCN(c2ccccn2)CC1 (stereo not drawn) | -0.43 | nt | 2 | -26 | -3 | 6 | 1 | 7 | 1.9
Cc1c(CN2CCCC(C)C2)c(O)n(CCO)c(=O)c1C#N (stereo not drawn) | 0.65 | 3 | -18 | -9 | -5 | -10 | 3 | 11 | 0.1
Cc1ccc(C)c(N2CCN(C(=O)Cc3c(C(=O)O)[nH]c4ccc(Cl)cc34)CC2)c1 | -0.041 | 0 | 8 | -10 | -8 | nt | 0 | 5 | 0.5
NNC(=O)c1cc2cc(OC(F)(F)F)ccc2[nH]1 | -0.08 | 34 | 9 | -2 | 15 | -22 | 12 | 23 | 0.3
N#C/C(=C/c1ccc(-c2ccccc2[N+](=O)[O-])o1)C(=O)NCCN1CCCCC1 | -1.2 | 2 | 11 | -1 | -6 | nt | 4 | 4 | -1.3
O=C(/C(=C/O)N=Nc1ccccc1)c1ccc(Cl)cc1 | 0.35 | -1 | -52 | -21 | -6 | 5 | 0 | 6 | 2.0
c1cncc(C(c2nnnn2C2CCCC2)N2CCN(Cc3ccc4c(c3)OCO4)CC2)c1 (stereo not drawn) | nt | 3 | -30 | -12 | -3 | 7 | 6 | 14 | 0.4
COc1ccc(N2C(=O)CC(Sc3nc(C)cc(C)c3C#N)C2=O)cc1 (stereo not drawn) | nt | -11 | -5 | -12[20 µM] | 0 | 10 | 5 | 8 | 0.4
CCOC(=O)CSc1ncnc2c1sc1nc(N3CCOCC3)c3c(c12)CCCC3 | -0.6 | -156 | -12 | -19[20 µM] | -5 | 7 | 6 | 7 | 0.9
C/C(CCc1oc2ccc(Cl)cc2c1-c1ccc(C)o1)=N\O | -0.47 | 0 | -1 | -13[20 µM] | 0 | -6 | 6 | 13 | 1.2
Cc1cc(-c2nnc(-c3cccc(C(F)(F)F)c3)o2)no1 | -0.098 | 7 | 17 | -16 | 4 | 17 | 11 | 9 | 0.6
CC(=O)NC1C(OCCOc2ccc(Cl)cc2Cl)OC(COC(C)=O)C(OC(C)=O)C1OC(C)=O (stereo not drawn) | -0.69 | -2 | -3 | -20[20 µM] | 3 | -6 | 3 | 11 | -0.4
CCOc1ccc(OCc2ccc(C(=O)NCc3ccncc3)o2)cc1 | -1.2 | 3 | -15 | -17[20 µM] | -1 | -12 | 3 | 5 | -0.5
CCCN(CC(=O)Nc1ccc(C(C)=O)cc1)CC(=O)Nc1ccccc1C | -0.33 | 5 | 25 | -11 | -3 | -8 | 0 | 4 | -1.0
CCOC(=O)c1c(CSc2ccccc2)n(C)c2cc(Br)c(O)c(CN(C)C)c12 | -0.0063 | 3 | 9 | -21 | -2 | -10 | 4 | 6 | -0.4
Cc1cc(-n2c(C)cc(C(=O)CN3C(=O)NC4(CCCC4)C3=O)c2C)no1 | nt | -6 | 23 | -10 | -4 | -7 | -7 | 6 | -1.3
COc1cc(NC(N)=S)c(OC)cc1Cl | 0.049 | 3 | -70 | -37 | -1 | -14 | 7 | 4 | 1.0

An excerpt of these results, tab-delimited:
molecule	Cl transport mod	hK5 inh	Calpain2 inh	Furin inhibitor	Thrombin inh	Rad51 HR inh	FXIa inh	FXIIa inh	PERK inh
O=C(/C(=C/O)N=Nc1ccccc1)c1ccc(Cl)cc1	0.35	-1	-52	-21	-6	5	0	6	2.0
Fc1cccc(CN2CCN(Cc3nc(CCc4ccccc4)no3)CC2)c1	-0.29	nt	-3	-7	1	-6	4	10	1.1
CCCN(CC(=O)Nc1ccc(C(C)=O)cc1)CC(=O)Nc1ccccc1C	-0.33	5	25	-11	-3	-8	0	4	-1.0
CC(=O)NC1C(OCCOc2ccc(Cl)cc2Cl)OC(COC(C)=O)C(OC(C)=O)C1OC(C)=O (stereo not drawn)	-0.69	-2	-3	-20[20 µM]	3	-6	3	11	-0.4

Further entries
SMILES | Cl transport mod | hK5 inh | Calpain2 inh | Furin inhibitor | Thrombin inh | Rad51 HR inh | FXIa inh | FXIIa inh | PERK inh
CCCOc1c(Cl)cc(C(=O)Nc2ccc3c(c2)OCO3)cc1OCC | 0.56 | 2 | 29 | -11[20 µM] | 3 | 6 | 6 | 15 | 0.1
O=C(O)CCC(=O)N1c2ccccc2NC2=C(C(=O)CC(c3ccc(F)cc3)C2)C1c1ccc([N+](=O)[O-])o1 (stereo not drawn) | -1.5 | 6 | 13 | 10 | -9 | -8 | -1 | 8 | 0.6
CNC(=O)c1cc(C(=O)c2ccccc2C(F)(F)F)c[nH]1 | 0.013 | -8 | 26 | -15 | -12 | 3 | -9 | nt | 0.4
COc1cnn(-c2ccccc2)c(=O)c1N(C)C | -1.1 | 4 | -45 | -15[20 µM] | 4 | 1 | 6 | 20 | 1.0
CC(C)(C)/C=N/NC(=O)C1CC1 | -0.11 | 26 | 4 | -7 | 1 | -23 | 1 | 10 | 0.7
C=CCn1cc(/C=N\NC(=O)c2cc3c(ccc4ccccc43)o2)c2ccccc21 | 0.062 | -22 | -115 | -16[20 µM] | 3 | 13 | 3 | 11 | -0.3
CC(C)CC(COCc1ccc(Cl)cc1)N1CCN(C(=O)c2ccc(C(F)(F)F)cc2)CCC1=O (stereo not drawn) | -0.97 | -12 | 10 | -5 | -1 | -1 | -1 | 11 | -1.0
COc1cccc(NC(=O)CC(c2ccc(OC(C)C)cc2)c2ccccc2OC)c1 (stereo not drawn) | 0.38 | -9 | 1 | -14 | 0 | 8 | -3 | 12 | 0.3
Fc1ccc(NC(=S)Nc2cc(Cl)ccc2Cl)cc1 | 3.5* | 1 | -7 | -15 | -4 | -7 | -4 | 4 | 0.1
CCS(=O)(=O)c1nn2c(N)c(/C=C3/C=CC(=O)C(OC)=C3)c(=O)nc2s1 | -0.29 | -21 | 2 | -3 | -11 | -249 | -2 | -5 | 1.2
Cc1ccc(SCC(=O)NCc2ccco2)cc1 | nt | 18 | -13 | -19[20 µM] | -1 | -1 | 4 | 11 | 1.6

Complete entries from above:
`CC(C)CC(COCc1ccc(Cl)cc1)N1CCN(C(=O)c2ccc(C(F)(F)F)cc2)CCC1=O` (stereo not drawn) is listed as Cl transport mod: -0.97; hK5 inh: -12; Calpain2 inh: 10; Furin inhibitor: -5; Thrombin inh: -1; Rad51 HR inh: -1; FXIa inh: -1; FXIIa inh: 11; PERK inh: -1.0
`Cc1ccc(SCC(=O)NCc2ccco2)cc1` is listed as Cl transport mod: nt; hK5 inh: 18; Calpain2 inh: -13; Furin inhibitor: -19[20 µM]; Thrombin inh: -1; Rad51 HR inh: -1; FXIa inh: 4; FXIIa inh: 11; PERK inh: 1.6

Rewritten as tab-separated lines: three of the compounds above.
structure	Cl transport mod	hK5 inh	Calpain2 inh	Furin inhibitor	Thrombin inh	Rad51 HR inh	FXIa inh	FXIIa inh	PERK inh
O=C(Nc1cc(Cl)cc(Cl)c1)C(NCCO)c1ccccc1 (stereo not drawn)	1.1	2	-1	-11[20 µM]	2	-17	1	15	1.3
COc1ccc(/C=N\Nc2ccc([N+](=O)[O-])cc2)c(C(=O)O)c1OC	nt	0	-3	15	0	-2	4	13	1.5
O=C(Nc1cccc(Cl)c1)Nc1nnc(-c2ccncc2)s1	-1	-28	-43	-24	-7	0	5	-2	-1.5

This is a subset. The share of hits here may be higher or lower than overall.
